Source: PubChem
GluA2 TARP mod – modulates AMPAR-stargazin complexes. O88602+P19491. calls only at 30 µM. 3.5% of 40,000 active. HEK293 GluA2+stargazin, membrane potential dye (FDSS), glutamate EC50; hits were called plate by plate, in both directions;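 active = any of four per-well response measures lying three or more SD from its plate-wide compound average, in either direction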
Target sequence (O88602 whole entry, looked up): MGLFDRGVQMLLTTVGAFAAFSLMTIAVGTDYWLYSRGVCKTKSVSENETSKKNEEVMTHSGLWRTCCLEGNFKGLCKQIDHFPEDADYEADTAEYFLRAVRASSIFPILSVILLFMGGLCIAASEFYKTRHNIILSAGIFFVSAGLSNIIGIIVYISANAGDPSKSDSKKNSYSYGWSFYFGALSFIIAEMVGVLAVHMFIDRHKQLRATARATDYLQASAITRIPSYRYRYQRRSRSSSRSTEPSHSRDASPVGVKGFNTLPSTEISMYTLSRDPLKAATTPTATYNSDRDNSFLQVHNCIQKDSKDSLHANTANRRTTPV
Target sequence (P19491 whole entry, looked up): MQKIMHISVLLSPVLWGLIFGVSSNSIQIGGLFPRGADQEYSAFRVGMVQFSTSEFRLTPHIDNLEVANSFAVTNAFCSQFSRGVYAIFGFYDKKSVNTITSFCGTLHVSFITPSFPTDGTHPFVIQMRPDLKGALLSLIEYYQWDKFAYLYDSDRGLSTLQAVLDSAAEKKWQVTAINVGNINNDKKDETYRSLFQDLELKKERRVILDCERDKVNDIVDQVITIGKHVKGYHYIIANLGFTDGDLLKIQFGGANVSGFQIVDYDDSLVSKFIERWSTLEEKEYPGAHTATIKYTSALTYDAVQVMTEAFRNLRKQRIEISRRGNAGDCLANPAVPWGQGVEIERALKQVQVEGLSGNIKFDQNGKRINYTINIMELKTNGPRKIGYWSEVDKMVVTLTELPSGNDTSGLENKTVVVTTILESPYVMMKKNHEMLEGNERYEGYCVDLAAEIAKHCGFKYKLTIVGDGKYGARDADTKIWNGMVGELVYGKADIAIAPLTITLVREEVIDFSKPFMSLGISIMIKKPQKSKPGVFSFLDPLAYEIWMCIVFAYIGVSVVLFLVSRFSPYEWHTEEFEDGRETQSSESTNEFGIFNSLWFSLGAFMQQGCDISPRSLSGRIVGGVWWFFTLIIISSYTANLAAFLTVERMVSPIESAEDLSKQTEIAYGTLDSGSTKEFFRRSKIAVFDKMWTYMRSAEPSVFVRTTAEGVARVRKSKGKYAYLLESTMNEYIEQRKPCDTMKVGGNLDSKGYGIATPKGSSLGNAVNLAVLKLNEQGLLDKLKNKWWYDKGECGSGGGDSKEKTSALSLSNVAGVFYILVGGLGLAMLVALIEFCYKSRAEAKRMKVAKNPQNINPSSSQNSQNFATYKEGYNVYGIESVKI
GluA2 TARP mod agonism max-min – also measured in GluA2 TARP mod; calls as there; compound max-min signal; compound-alone response (agonism);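 unitless range of fluorescence divided by baseline over first 100 seconds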
GluA2 TARP mod glutamate slope – second read-out of GluA2 TARP mod, no call of its own (marks repeat the call); glutamate slope, % of max; measured here: glutamate response slope, % max;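 scaled per plate between vehicle wells and maximal 1 mM glutamate control wells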
An asterisk follows results filed as active; i = inactive; + = active, no number; & = joins results of further samples. This is a subset (hit frequency here may not be typical).

mol	GluA2 TARP mod	GluA2 TARP mod agonism max-min	GluA2 TARP mod glutamate slope
Cc1ccc(NC(=O)C(=O)NCC(c2ccc(F)cc2)N2CCOCC2)c([N+](=O)[O-])c1 (stereo not given)	i	0.076	48
CCOC(=O)c1ccc(NC(=O)CSc2c(C)cnc3c2c(=O)n(C)c(=O)n3C)cc1	i	0.05	44
COc1ccc(-n2c(C)nc3ccc(NC(=O)CCCc4ccccc4)cc3c2=O)cc1	i	0.13	62
CCCn1c(N2CCN(CC(N)=O)CC2)nc2c1c(=O)[nH]c(=O)n2C	i	0.092	-5
CN(C)C(CNC(=O)C(=O)NCc1ccc2c(c1)OCO2)c1ccc(F)cc1 (stereo not given)	i	0.045	75
COc1ccc(Cl)cc1C(=O)N(CC1CCCO1)c1nc2c(OC)cccc2s1 (stereo not given)	i	0.092	66
CC(=O)c1cccc(NC(=O)c2ccc(-c3ccccc3C(F)(F)F)o2)c1	i	0.1	51
CN1CCc2c(sc(N)c2-c2nc3ccccc3s2)C1	i	0.076	18
COc1ccc2ncc3c(-c4ccccc4)c(C(=O)NCCCN4CCOCC4)sc3c2c1	i	0.13	55
CCCCn1cc(S(=O)(=O)c2cc(C)cc(C)c2)c(=O)c2cc(F)c(N3CCOCC3)cc21	i	0.14	57
N#C/C(=C\c1cccs1)c1nc2ccccc2s1	+	0.096*	90*
CS(=O)(=O)N1CCCCC1C(=O)Nc1nnc(-c2cccs2)o1 (stereo not given)	i	0.1	60
O=C(NCCC(O)c1ccccc1)c1cc2ccccc2o1 (stereo not given)	i	0.074	63
O=C(N1CCCCCC1)N1CCN(S(=O)(=O)N2CCOCC2)CC1	i	0.082	55
CC(C)(C)OC(=O)N1CCCNCC1	i	0.03	32
CCOC(=O)CCn1c(=O)c2c(nc3n(-c4cc(C)cc(C)c4)c(-c4ccccc4)cn23)n(C)c1=O	i	0.044	82
O=C(NCC(c1ccco1)N1CCOCC1)C1CC=CCC1 (stereo not given)	+	0.036*	35*
CCCN1C(=O)NC2(CCN(S(=O)(=O)c3ccc(OC)c(OC)c3OC)CC2)C1=O	i	0.056	32
CCc1ccc(NC(=O)Cn2c(=O)c(CNc3ccc(C)cc3)cc3cc(OC)c(OC)cc32)cc1	i	0.12	39
O=c1n(CCOc2ccc(F)cc2)nc2ccc(S(=O)(=O)N3CCCCC3)cn12	i	0.063	53
O=C(Cn1nc2c(cc1=O)CCCC2)Nc1ccc(F)cc1	i	0.078	71
CNC(=O)C(=O)NCC1OCCCN1S(=O)(=O)c1ccc(OC)cc1 (stereo not given)	i	0.074	56
O=C(O)CSc1ccc(Br)c2cccc(C(=O)O)c12	i	0.046	33
COCCn1c(=O)c2c(nc3n(-c4ccc(C)c(C)c4)c(C)cn23)n(C)c1=O	i	0.088	33
CC(C)(C)n1nc2c(c1NC(=O)C(=O)N1CCC(C(N)=O)CC1)CSC2	i	0.034	61
Cc1cc(C)c(C)c(Cn2c(CCCO)nc3ccccc32)c1C	+	0.21*	73*
COc1cc(C2NC(=O)NC(O)(C(F)(F)F)C2C(C)=O)ccc1OCc1ccc(Cl)cc1 (stereo not given)	i	0.14	61
CC(C)(C)c1ccc(OCC(=O)Nc2ccc(CC(=O)N3CCCC3)cc2)cc1	i	0.029	44
COc1cccc(CNC(=O)C(=O)Nc2cc(C)ccc2OC)c1	i	0.039	38
CCOC(=O)c1c(NC(=O)COc2cccc3c2CCN(Cc2ccc(Br)cc2)C3=O)sc2c1CCC2	+	0.1*	101*

Entries above that contain two or more sulfur atoms (3):
mol	GluA2 TARP mod	GluA2 TARP mod agonism max-min	GluA2 TARP mod glutamate slope
CN1CCc2c(sc(N)c2-c2nc3ccccc3s2)C1	i	0.076	18
N#C/C(=C\c1cccs1)c1nc2ccccc2s1	+	0.096*	90*
CS(=O)(=O)N1CCCCC1C(=O)Nc1nnc(-c2cccs2)o1 (stereo not given)	i	0.1	60

Later entries.
mol	GluA2 TARP mod	GluA2 TARP mod agonism max-min	GluA2 TARP mod glutamate slope
CC(C)CNC(=O)c1ccc2c(=O)n(C(C)C)c3nn(C)c(=O)n3c2c1	i	0.14	54
Cc1cc(C)cc(NC(=O)C(=O)Nc2ccc([N+](=O)[O-])cc2)c1	i	0.12	56
O=C(Nn1cnc2c(cnn2-c2ccccc2)c1=O)c1ccco1	i	0.079	74
COc1cccc(C(=O)N2CCCN(CCn3nc(C)cc3C)CC2)c1OC	i	0.14	78
O=C(Nc1cccs1)N1CCC(c2ccsc2)CC1	i	0.083	58
COc1ccc(OC)c(NC(=O)c2ccc(=O)n(Cc3cccc(C(F)(F)F)c3)c2)c1	i	0.077	63
CCOc1nn(CC)cc1-c1nnc(SCC(=O)N2CCc3ccccc32)n1C	i	0.04	43
CC(=O)Nc1ccc2oc(=O)c(-c3ccccc3)c(C)c2c1	i	0.13	55
COc1ccccc1OCC(O)CNC(C)(C)CC(C)(C)C (stereo not given)	i	0.058	55
COc1ccc(S(=O)(=O)Nc2nc(CCC(=O)Nc3nc4ccccc4s3)cs2)cc1	i	0.1	73
Cc1ccccc1N1CC(C)Cn2c1nc1c2c(=O)n(CC(=O)OCc2ccccc2)c(=O)n1C (stereo not given)	i	0.063	65
O=S(=O)(c1ccc(Cl)cc1)N1CCC(c2nc(-c3cccs3)no2)CC1	i	0.091	52
O=C(NCCc1ccc(Cl)cc1)C(=O)NC1CCCCCC1	i	0.081	52
O=C(NCc1ccc(OC(F)(F)F)cc1)C1CN(C(=O)c2c[nH]c3ccccc23)C1	i	0.11	52
O=C(c1ccc(=O)n(Cc2cccc([N+](=O)[O-])c2)c1)N1CCc2ccccc21	i	0.051	61

As entered above:
Result for O=C(NCc1ccc(OC(F)(F)F)cc1)C1CN(C(=O)c2c[nH]c3ccccc23)C1 under GluA2 TARP mod agonism max-min: 0.11
Result for O=C(Nc1cccs1)N1CCC(c2ccsc2)CC1 under GluA2 TARP mod agonism max-min: 0.083
Result for Cc1ccccc1N1CC(C)Cn2c1nc1c2c(=O)n(CC(=O)OCc2ccccc2)c(=O)n1C (stereo not given) under GluA2 TARP mod glutamate slope: 65

Four entries out of the list above, arranged by the number in GluA2 TARP mod glutamate slope, smallest number first:
mol	GluA2 TARP mod	GluA2 TARP mod agonism max-min	GluA2 TARP mod glutamate slope
O=C(NCc1ccc(OC(F)(F)F)cc1)C1CN(C(=O)c2c[nH]c3ccccc23)C1	i	0.11	52
O=C(NCCC(O)c1ccccc1)c1cc2ccccc2o1 (stereo not given)	i	0.074	63
Cc1ccccc1N1CC(C)Cn2c1nc1c2c(=O)n(CC(=O)OCc2ccccc2)c(=O)n1C (stereo not given)	i	0.063	65
O=C(Cn1nc2c(cc1=O)CCCC2)Nc1ccc(F)cc1	i	0.078	71

Following part:
mol	GluA2 TARP mod	GluA2 TARP mod agonism max-min	GluA2 TARP mod glutamate slope
COC(=O)C1=C(CS(=O)(=O)c2cc(OC)ccc2OC)NC(=O)NC1c1ccc(O)cc1 (stereo not given)	i	0.096	63
O=C(Cn1nnc2ccccc2c1=O)Nc1nccs1	i	0.14	49
Cc1ccc(OCC(O)Cn2c(N3CCCCCC3)nc3c2c(=O)n(C)c(=O)n3C)cc1C (stereo not given)	i	0.093	67
COc1cccc(C(=O)Nc2ccc3c(c2)CCCN3C(C)=O)c1OC	i	0.11	68
O=C(NCc1ccccc1)c1ccc(S(=O)(=O)N2CCCc3ccccc32)cc1	i	0.12	67
COc1cccc(OC)c1OCC(O)CN1CCN(c2cc(Cl)ccc2C)CC1 (stereo not given)	i	0.071	52
COc1cc(/C=C2\Oc3cc(OCC(=O)c4ccc(F)cc4)ccc3C2=O)cc(OC)c1OC	i	0.12	52
O=C(CSc1cc(N2CCCC2)ncn1)Nc1cccc(C(F)(F)F)c1	i	0.094	60
COc1cccc(C(CNS(=O)(=O)c2ccc(OC)c(OC)c2)N2CCOCC2)c1 (stereo not given)	i	0.084	57
COc1ccc(S(=O)(=O)NCC2CCN(Cc3ccccc3)CC2)cc1OC	i	0.055	50
Cc1ccc(-c2ccc(N3CCN(C(=O)CC(C)C)CC3)nn2)cc1C	i	0.018	36
O=C(Nc1ccccc1C(F)(F)F)C1COCC(=O)N1Cc1ccccc1 (stereo not given)	i	0.04	40
Cc1nnc(CNC(=O)C(=O)NCc2ccc(F)cc2)o1	i	0.15	49
COc1cccc(C(=O)N2CCN(c3ncnc4c3nnn4-c3ccc(Cl)cc3)CC2)c1OC	i	0.099	64
N#Cc1ccc(C(=O)NCCN2CCOC(c3ccccc3)C2)cc1 (stereo not given)	i	0.053	38
COc1ccc(SCC(=O)Nc2nc(-c3ccc(OC)cc3)c(C)s2)cc1	i	0.085	62
Cc1cc(NC(=O)CCc2ccccc2)ccc1N1CCCC1=O	i	0.077	47
CC1=C(C(=O)Nc2ccc(F)cc2)C(c2cccnc2)C2=C(CC(c3ccccc3)CC2=O)N1 (stereo not given)	i	0.055	37
COc1ccc(-c2cc(OCC(=O)Nc3ccccc3F)c3ccccc3n2)cc1	i	0.14	66
CNC(=O)C(=O)NCC1CCN(c2ncccn2)CC1	i	0.1	69
O=C(Nc1ccc2c(c1)OCO2)c1cc(=O)c(OCc2ccccc2)co1	i	0.12	43
COc1ccc(CC(=O)Nc2cc(C3CC3)nn2-c2nc(C(C)C)cc(=O)[nH]2)cc1OC	i	0.11	70
O=C(Nc1cccc(-c2nc3ccccc3s2)c1)c1ccno1	i	0.095	36
CCN(CC)c1ccc(N2C(=O)/C(=C/c3cccc(O)c3)SC2=S)cc1	i	0.13	61
COc1coc(C(=O)Nc2nc3c(C)cccc3s2)cc1=O	i	0.2	62
Cn1cccc1C(O)CNC(=O)COc1ccc(Cl)cc1Cl (stereo not given)	i	0.13	68
Cc1ccccc1OCC(=O)NCC(C)(O)c1ccc2c(c1)OCO2 (stereo not given)	i	0.11	55
N#Cc1nc(-c2ccc(S(=O)(=O)N3CCCCCC3)cc2)oc1NCCCn1ccnc1	+	0.24*	80*
COC(=O)c1ccc2c(=O)n(Cc3ccc(C(=O)NC4CCCC4)cc3)c(=S)[nH]c2c1	i	0.068	77
O=C(CCCSc1ccc(NC(=O)C2CC2)nn1)Nc1ccc2c(c1)OCO2	i	0.1	61

Ordered by heavy-atom count (ascending): some entries from above
mol	GluA2 TARP mod	GluA2 TARP mod agonism max-min	GluA2 TARP mod glutamate slope
Cc1ccccc1OCC(=O)NCC(C)(O)c1ccc2c(c1)OCO2 (stereo not given)	i	0.11	55
O=C(Nc1ccc2c(c1)OCO2)c1cc(=O)c(OCc2ccccc2)co1	i	0.12	43
COC(=O)c1ccc2c(=O)n(Cc3ccc(C(=O)NC4CCCC4)cc3)c(=S)[nH]c2c1	i	0.068	77

Next part
mol	GluA2 TARP mod	GluA2 TARP mod agonism max-min	GluA2 TARP mod glutamate slope
CCN(CC(=O)O)C(=O)OC(C)(C)C	i	0.13	66
CCOC(=O)C(CC)Sc1ccc(NC(=O)c2ccccc2)nn1 (stereo not given)	i	0.049	45
Cc1ccc(SCC(=O)Nc2sc3c(c2-c2nc4ccccc4s2)CCN(C)C3)cc1	i	0.066	34
O=C(NCc1ccc(F)cc1)C(=O)NCC1CCN(C(=O)c2ccncc2)CC1	i	0.084	59
O=C(O)C1CCCCN1S(=O)(=O)c1ccccc1[N+](=O)[O-] (stereo not given)	i	0.12	74
CSc1ccc(CNC(=O)Cn2cc(-c3nc(-c4ccc(C)cc4)no3)ccc2=O)cc1	i	0.096&0.035	40&94
CCCCOc1ccc(C(=O)N2CCN(CCNC(=O)c3ccsc3)CC2)cc1	i	0.058	70
CCOc1ccc(-c2nc(CSc3nc4ccccc4c(=O)n3CC)c(C)o2)cc1	i	0.12	53
O=C(Nc1ccccc1C(F)(F)F)c1ccc(=O)n(Cc2ccc(C(F)(F)F)cc2)c1	i	0.04	65
COc1ccc(OC)c(NC(=O)Cn2c(=O)n(C(C)C)c(=O)c3nscc32)c1	i	0.061	59
Cc1ccc(-n2c(C)cn3c4c(=O)n(CC(=O)C(C)(C)C)c(=O)n(C)c4nc23)c(C)c1	i	0.061	59
O=C(Cc1csc(-n2cccc2)n1)N1CCC(c2nc3ccccc3o2)CC1	i	0.11	57
O=C(Nc1ccc([N+](=O)[O-])cc1)C1CCN(c2ccc(-c3ccc(F)cc3)nn2)CC1	i	0.17	73
c1ccc(Cn2cnc3c(N4CCOCC4)ncnc32)cc1	i	0.14	58
COc1cc(C)c(C(C)C)cc1S(=O)(=O)N1CCC(C(N)=O)CC1	i	0.1	60
COCc1[nH]nc2c1C(c1ccc(OC(=O)N3CCOCC3)c(OC)c1)C(C#N)=C(N)O2 (stereo not given)	i	0.08	0
CCCNC(=O)Cn1c(=O)c2c(N3CCN(C(=O)c4ccco4)CC3)c(C)cnc2n(C)c1=O	i	0.13	70
CC(=O)Cn1c(=O)c2c(nc3n(-c4ccc(C(F)(F)F)cc4)c(C)c(C)n23)n(C)c1=O	i	0.077	31
CCOC(=O)N1CCN(CC(O)COC2CCCC2C)CC1 (stereo not given)	i	0.1	39
CCCCc1nc(C(N)=O)c2[nH]c(=O)n(-c3ccc(OC)cc3OC)c2n1	i	0.048	69
O=C(Cc1n[nH]c(=S)[nH]c1=O)c1cccs1	i	0.11	41
COc1cccc(CNC(=O)CN2C(=O)N(c3ccccc3C)S(=O)(=O)c3ccccc32)c1	i	0.091	80
O=C(Nc1ccc(N2CCCCS2(=O)=O)cc1)C12CC3CC(CC(C3)C1)C2	i	0.11	69
COc1ccc(-c2ccc(=O)n(CCCNC(=O)c3sc(C)nc3C)n2)cc1	i	0.097	60
O=C(NC1CCCCCC1)c1ccc(=O)[nH]n1	i	0.048	56
